Screens as filed in PubChem.
HIV RNase H inh = inhibitors of HIV-1 reverse transcriptase RNase H | inhibition, % at 10 µM | RT-RNase H RNA/DNA duplex cleavage, fluorescence | 1.9% of 65,000 active; in the data active = inhibition above about 50%
RmlC RmlD mix = RmlC/RmlD inhibition, mixture screen | RmlC/RmlD coupled enzyme inhibition, 384-well mixture HTS | inhibition, % at 5.5 µM | 0.39% of 110,000 active | AID 1532; in the data active = inhibition above about 30%, passing the limit was not always enough; inconclusive = no clear call, values can overlap the other calls; also: strong numbers were not always called active
Numbers without * were called inactive; ? = inconclusive; · = not tested or not shown. Some of the compounds tested. The share of hits here may be higher or lower than overall.

SMILES | HIV RNase H inh | RmlC RmlD mix
COC(=O)c1cc(-c2ccc(Br)cc2)on1 | -24 | ·
CCN(CC)C(=O)CSc1nnc(SCc2ccc(Cl)cc2)s1 | · | -29
O=C(CCC(=O)c1cccs1)OCC(=O)N1CCN(C(=O)c2ccco2)CC1 | 9 | -3
CC(C)CNS(=O)(=O)c1ccc(S(=O)(=O)N2CCN(CCC#N)CC2)cc1 | -9 | -12
O=C1OCCC1Sc1nnc(-c2ccco2)o1 (centres undefined) | -10 | -19
CN(C)CCNC(=O)C1CCCNC1=O (centres undefined) | · | -16
O=C(CCC(=O)c1cccs1)c1cccs1 | · | 6
Cc1ccc(C(c2sc3nc(C)nn3c2O)N2CCN(CCO)CC2)cc1 (centres undefined) | -8 | -12
Cn1c(SCC(=O)c2ccc3c(c2)OCCO3)nnc1C1CC1 | · | -12
COC(C[C@H]1O[C@H]1C(=O)[C@H](C)OCc1ccccc1)OC | · | 4
CN(CC(CC(=O)Nc1nncs1)c1ccccc1)S(=O)(=O)c1ccc(Br)cc1 (centres undefined) | · | 3
COc1ccccc1NS(=O)(=O)c1ccc(Br)s1 | -79 | 7
CCc1c(C(C)O)oc2ccc3c(C)cc(=O)oc3c12 (centres undefined) | -28 | -8
CCOC(=O)c1c(C)[nH]c(N=Nc2ccc(C)cc2)c1C | · | 0
CCOC(=O)c1c(C)c(C(=O)Nc2cc(F)ccc2F)c(C)n1C | 4 | ·
COc1ccc(OC)c2[nH]c(=O)c(CCNC(=O)C(C)(C)C)cc12 | -4 | 9
CC1(c2nnc(-c3ccc(F)cc3)o2)CC(c2cccc(Cl)c2)=NO1 (centres undefined) | · | -8
CCOc1ccc(OCC)c(NC(=O)CN2CCN(C(=O)c3ccco3)CC2)c1 | -2 | -3
Cc1ccnc(NC(=O)C2CCN(S(=O)(=O)c3cccc4nonc34)CC2)c1 | -8 | 0
CCSC1=C(C#N)C(c2cccc(Br)c2)CC(=O)N1 (centres undefined) | -23 | -12
CCOc1ccc(CN(Cc2ccco2)C(c2cccs2)c2nnnn2C(C)(C)C)cc1 (centres undefined) | 8 | 5
CN(C)c1ccc(-n2cc3c(=O)n(C)c(=O)n(C)c3c2)cc1 | -9 | 8
O=C(Cn1nc(-c2ccccc2)ccc1=O)NCC1CCCO1 (centres undefined) | · | 8
Cc1ccc2occ(CN3CCN(c4ccccc4)CC3)c(=O)c2c1 | -3 | 14
CC(C)c1nnc(NC(=O)CCN2C(=O)c3ccccc3C2=O)s1 | 0 | -11
CCc1nnc2sc(-c3ccc(NC(=O)c4ccco4)cc3)nn12 | 0 | 0
CC(C)OC(=O)c1c(N)sc2c1CCCC2 | 87* | ·
COc1ccccc1N1CCN(c2cc(N3CCCC3)nc(C)n2)CC1 | -10 | 4
CNc1cc(N2CCCCCC2)ccc1[N+](=O)[O-] | · | 9
CCC(=O)Nc1ccc(S(=O)(=O)N2CCN(c3ccc(F)cc3)CC2)cc1 | · | 9
CCOC(=O)N1C2=NC(C(=O)OC)=C(C(=O)OC)[C@@H]3Nc4ccccc4[C@]23C[C@H]1C(=O)OC | · | 3
Cc1c(C2(c3c(C)n(C)n(-c4ccccc4)c3=O)C(=O)Nc3ccc(F)cc32)c(=O)n(-c2ccccc2)n1C | · | 15
CCOC(=O)c1c(C)n(C)c2ccc(OC(C)C(=O)OC)cc12 (centres undefined) | 1 | 3
COc1ccc(-c2nnc(-c3cccs3)o2)cc1OC | -29 | 16
CCCCC(=O)Nc1ccc2c(c1)oc1ccccc12 | · | -14
COC(=O)c1ccc(/C(O)=C(\C#N)c2nc3ccccc3s2)cc1 | -4 | 4

Reformatted as tab-separated lines: entries from further up
SMILES	HIV RNase H inh	RmlC RmlD mix
CN(CC(CC(=O)Nc1nncs1)c1ccccc1)S(=O)(=O)c1ccc(Br)cc1 (centres undefined)	·	3
COc1ccccc1N1CCN(c2cc(N3CCCC3)nc(C)n2)CC1	-10	4
COc1ccccc1NS(=O)(=O)c1ccc(Br)s1	-79	7

Rewritten field by field: part of the list above.
Cc1c(C2(c3c(C)n(C)n(-c4ccccc4)c3=O)C(=O)Nc3ccc(F)cc32)c(=O)n(-c2ccccc2)n1C
- HIV RNase H inh: ·
- RmlC RmlD mix: 15

CCOC(=O)c1c(C)n(C)c2ccc(OC(C)C(=O)OC)cc12 (centres undefined)
- HIV RNase H inh: 1
- RmlC RmlD mix: 3

CC(C)c1nnc(NC(=O)CCN2C(=O)c3ccccc3C2=O)s1
- HIV RNase H inh: 0
- RmlC RmlD mix: -11

CNc1cc(N2CCCCCC2)ccc1[N+](=O)[O-]
- HIV RNase H inh: ·
- RmlC RmlD mix: 9

The list goes on.
SMILES | HIV RNase H inh | RmlC RmlD mix
COc1ccc(OC)c(C2CC(=O)NC(SC)=C2C#N)c1 (centres undefined) | -38 | -15
COc1ccc(-n2cnnc2SCC(=O)NC2CCS(=O)(=O)C2)cc1 (centres undefined) | · | -8
Cc1cc(N)n2nc(C)c(-c3ccccc3)c2n1 | · | -15
CN1CCc2nc3sc(C#N)c(N)c3c(-c3cccs3)c2C1 | 15 | -6
COc1cc(NC(=O)c2ccccc2)cc(OC)c1 | -21 | -3
O=C(CCC(=O)N1CCc2ccccc2C1)N1CCN(S(=O)(=O)c2ccccc2)CC1 | -18 | 15
CC(C)N(C(=O)Cn1cnc2c(cnn2-c2ccccc2Cl)c1=O)C(C)C | 4 | -12
Cc1ccccc1NC(=O)Cn1c(C)nc2ccc(NC(=O)C3CC3)cc2c1=O | -3 | -16
COc1ccccc1NC1C=CS(=O)(=O)C1 (centres undefined) | -8 | 6
CCN1C(=O)N[C@@H](CCc2ccccc2)[C@H](C(C)=O)[C@H]1C | · | -9
CC(=O)N1CCN(c2ccc(NCc3ccc4c(c3)OCO4)cc2)CC1 | -14 | 15
Cc1cc(C)cc(Nc2cnn(C34CC5CC(CC(CC(=O)O)(C5)C3)C4)c(=O)c2Cl)c1 | · | 12
CCOC(=O)/C(C#N)=C1/SC(CC)C(=O)N1c1ccc(C)cc1 (centres undefined) | 0 | -1
OC(c1cccnc1)c1cccs1 (centres undefined) | -11 | -13
O=C(O)CCC(NC(=O)C(Cc1ccc2c(c1)OCO2)NC(=O)c1ccccc1)C(=O)O (centres undefined) | · | ?
COC(=O)c1[nH]c(C)c(/C(O)=C2\C(=O)C(=O)N(CCN(C)C)C2c2ccco2)c1C (centres undefined) | -4 | -10
C/C(=N\OCC(=O)N/N=C/c1ccc(C)cc1O)c1cccs1 | · | -6
Cc1noc(C)c1CSc1ncnc2sc3c(c12)CCC3 | -50 | -2
O=C(NCCc1c[nH]c2ccccc12)c1cc2sccc2n1Cc1ccccc1 | · | 3
Cc1ccc(C(=O)OCn2ncc(Cl)c(Cl)c2=O)cc1 | · | 6
O=C(COC(=O)C1CCN(S(=O)(=O)c2cccc3cccnc23)CC1)c1ccc([N+](=O)[O-])cc1 | · | 2
Cc1ccc(C(C)C)c(OCC(=O)Nn2c(C)nc3ccccc3c2=O)c1 | · | 2
Cc1ccc(C(=O)Nc2ncc(Cc3ccccc3)s2)o1 | -12 | 6
CC(=O)c1ccc(S(=O)(=O)N2CCN(c3nc4c(C)c(C)ccc4cc3C#N)CC2)cc1 | · | -12
O=C1CCCc2[nH]nc(-c3cccnc3)c21 | 1 | 10
C[N+](C)(C)C(Cc1ccccc1)C(=O)[O-] (centres undefined) | · | 3
COc1ccc2oc(C(=O)C3CC3)c(NC(=O)CCCN3C(=O)c4ccccc4C3=O)c2c1 | 26 | ·
C=CCNC(=O)c1oc2ccc(S(=O)(=O)N(CC)CC)cc2c1C | 6 | -5
COc1ccc(CNC(=O)C2(CC3CC(c4ccccc4)=NO3)CCN(C(=O)Cc3ccc(F)cc3)CC2)cc1 (centres undefined) | · | -16
Cc1ccc(NC(=O)CO/N=C(\N)c2nonc2N)cc1 | · | 5
COCC(=O)Nc1sc2c(c1C(=O)OC)CCC(C)C2 (centres undefined) | -28 | -18
COc1cccc(N2CCN(CC(=O)c3c[nH]c4ccc(OC)cc34)CC2C)c1 (centres undefined) | 7 | 9
Cc1ccc(CNc2oc(-c3cccs3)nc2C#N)cc1 | -41 | -89
CC(C)(C)c1ccc(/C=C/C(=O)N2CCc3ccccc3C2)cc1 | · | 3
COc1ccc(C(=O)CN2C(=O)NC(C)(c3ccc(C)cc3)C2=O)cc1OC (centres undefined) | · | -1
COCOc1cc(O)c(C(=O)/C=C/c2ccccc2)c(OCOC)c1 | · | 7
COC(=O)n1ccc(C(=O)Nc2ccccc2F)n1 | -14 | -11
COC(=O)CN(c1ccccn1)S(=O)(=O)c1ccccc1 | 73* | 59
COc1cc2c(cc1NC(=O)c1cccnc1)oc1ccccc12 | · | 11
OCCNc1nc(Nc2ccc(Cl)cc2)nc(N2CCCC2)n1 | · | -10
Cc1ccc2nc3sc(C(=O)NCc4ccco4)c(N)c3cc2c1 | · | -5
O=C1C2C(C(=O)N1c1ccncc1)C1C=CC2C12CC2 (centres undefined) | 74* | -8
CCOc1ccc(OCC)c(Nc2cc(C)nc3nc(C)nn23)c1 | -5 | ·
CCn1c(C)nc2cc(C(=O)OC(C(F)(F)C(F)F)C(F)(F)C(F)F)ccc21 | -14 | ·
O=C(CCC(=O)OCC(=O)c1ccc(-c2ccccc2)cc1)Nc1cccc2cccnc12 | · | ?
CC1=CS(=O)(=O)CC1Sc1nc2ccccc2[nH]1 (centres undefined) | · | -2
CCCCCCNS(=O)(=O)c1ccc(Cl)s1 | -33 | -1
O=C(Nc1ccc(SC(F)F)cc1)C1=COCCO1 | -10 | 7

Molecules above containing a tert-butyl group, in the order listed:
SMILES | HIV RNase H inh | RmlC RmlD mix
COc1ccc(OC)c2[nH]c(=O)c(CCNC(=O)C(C)(C)C)cc12 | -4 | 9
CCOc1ccc(CN(Cc2ccco2)C(c2cccs2)c2nnnn2C(C)(C)C)cc1 (centres undefined) | 8 | 5
CC(C)(C)c1ccc(/C=C/C(=O)N2CCc3ccccc3C2)cc1 | · | 3

Later entries.
SMILES | HIV RNase H inh | RmlC RmlD mix
O=C(CSC1=NCCS1)Nc1nc2c(s1)CCCC2 | -3 | -1
CCn1c(SCC(N)=O)nnc1-c1ccc(S(=O)(=O)N2CCN(C)CC2)cc1 | 3 | -9
CCOc1cc(C(=O)NCc2nnc(SCC(=O)OC)n2C)cc(OCC)c1OCC | 0 | ·
CCOC(=O)CC(N)c1ccc(OC)cc1 (centres undefined) | -5 | 46
Cc1ccc(-n2c(C)cc(/C=N/NC(=O)CC3(C)OCCO3)c2C)c(C)c1 | · | -4
COCCNC(=O)CSc1nc2c(n1-c1ccccc1)CCCC2 | -17 | 7
CC(C)(C#N)Nn1cnnc1 | 6 | 9
Cn1nnnc1SCc1cc(=O)[nH]c2ccccc12 | -27 | -7
COC(=O)c1cc2c(ccn2-c2ccc(F)cc2)n1C(C)C | · | 12
CC(=O)Nc1ccc(Sc2ncccc2C(=O)Nc2ccc(OC(F)(F)F)cc2)cn1 | · | 0
Cc1cccc(NCc2nc3ccccc3n2Cc2ccccc2)c1 | · | -6
Cc1ccc(NC(=S)c2nc3ccccc3[nH]2)cc1 | · | -6

Taken from above.
For RmlC RmlD mix, `Cc1ccc(-n2c(C)cc(/C=N/NC(=O)CC3(C)OCCO3)c2C)c(C)c1` has the entry -4
For RmlC RmlD mix, `Cc1ccc(NC(=S)c2nc3ccccc3[nH]2)cc1` has the entry -6
For HIV RNase H inh, `CCOc1cc(C(=O)NCc2nnc(SCC(=O)OC)n2C)cc(OCC)c1OCC` has the entry 0

Other results:
SMILES | HIV RNase H inh | RmlC RmlD mix
Cc1cc(C)cc(N(C(=O)Cc2cccs2)C(C(=O)NC2CCCCC2)c2ccccn2)c1 (centres undefined) | · | -9
O=C(CCn1cnc2ccccc2c1=O)Nc1ccc(Cl)c(Cl)c1 | · | -6
CC(C)(C)NC(=O)C(c1ccc(F)cc1)N(Cc1ccco1)C(=O)c1csnn1 (centres undefined) | -26 | -19
CC12CC(NC(=O)N1c1cccc(C(=O)Nc3ncn[nH]3)c1)c1ccccc1O2 (centres undefined) | -28 | -9
CCC(C)[C@H]1CNC(=S)N1CCc1cccc2ccccc12 (some centres undefined) | · | 2
COc1ccc(C2NCCO2)cc1OC (centres undefined) | 3 | -8
Cc1ccccc1S(=O)(=O)Cc1ccc(C(=O)NCCN2CCN(Cc3ccccc3)CC2)o1 | -16 | 5
Cc1cc(C)n(-c2cc(N3CCN(S(=O)(=O)c4ccc(C)c(C)c4)CC3)ccc2[N+](=O)[O-])n1 | · | 2
CCC1SC2=NC(C)=C(C(=O)OC)C(c3cccs3)N2C1=O (centres undefined) | -8 | ·
O=C(O)c1ccccc1CSc1nc2ccccc2o1 | · | 4
CCOC(=O)c1cc(-c2ccncc2)nc2c1c(C)nn2C | -12 | 4
Cn1c(-c2ccc(Br)cc2)cnc1NCc1cccnc1 | · | -8
COC(=O)Cc1c(C)c2c(O)cc(C)cc2oc1=O | 5 | 8
Cc1cc(C)c(S(C)(=O)=O)c(Sc2ccc(Cl)cc2)n1 | · | -5
COc1ccccc1S(=O)(=O)Cc1ccc(C(=O)N2CCN(c3ccccc3)CC2)o1 | -28 | -12
COc1ccc(/C=N/NS(=O)(=O)c2ccccc2)cc1OS(=O)(=O)c1ccc(C)cc1 | · | -61
O=C(/C=C/c1ccc(Cl)cc1)N1CCN(c2ccc(Cl)cc2[N+](=O)[O-])CC1 | · | 6
CCCc1cc(=O)oc2c(CN3CCN(C)CC3)c(O)c(Cl)cc12 | -8 | 71*
Cc1cccc(Nc2ncnc3ccccc23)c1 | -5 | -4
CCC(=O)Nc1ccc(S(=O)(=O)Nc2cccnc2)cc1 | -1 | 5
